# From PubChem BioAssay
# TrxR1 substrate: qHTS Assay for Substrates of Mammalian Selenoprotein Thioredoxin Reductase 1 (TrxR1): qHTS | Potency, µM (titrated, usually from 114 µM), for inactives: at the highest dose activity change, negative = substrate turnover | AID 588456, 2011 | purified TrxR1 substrate turnover, NADPH consumption readout | hit rate 0.01% among 390,000; note: potency is the fitted concentration of half-maximal effect; % is set by controls: 0 for no effect and ±100 for the full control effect; nearly all actives have a fitted effect of over 50% in size
#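 Rat TrxR1, dispensed at 90 nM, was prereduced with 400 uM NADPH (final) for 5 min at ~22 deg C, then incubated with compound 15 min before 400 uM selenite. A first-read NADPH fluorescence drop versus no-compound background flagged substrates.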
# TRHR agonist: qHTS for Small Molecule Agonists and Allosteric Enhancers of Human TRH Receptor: Primary Screen for Agonists. TRHR cells, calcium flux fluo-8, FDSS agonist mode. hit rate 0.18% among 360,000. activation, % at 2 µM; in the data active = activation above about 30%; note: 0% is about no effect
#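 Steps: seed TRHR cells overnight; add fluo-8 no-wash Ca dye, RT 30 min–1.5 h; record 10 s baseline; pin-transfer compounds; monitor fluorescence 1 cycle/s for the agonist window. Calcium increases flag candidate agonists.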
# mIDH1 inhibitor: qHTS for Inhibitors of mutant isocitrate dehydrogenase 1 (IDH1): qHTS; Isocitrate dehydrogenase [NADP] cytoplasmic (Homo sapiens), O75874; IDH1-R132H enzyme, NADPH consumption, diaphorase/resazurin fluorescence; Potency, µM (doses to about 76.6 µM), for inactives: at the top dose activity change, negative = inhibition, most hits filed as inhibitors; hit rate 0.093% among 390,000; note: potency is the fitted concentration of half-maximal effect; % is set by controls: 0 for no effect and ±100 for the full control effect; nearly all actives have a fitted effect of over 65% in size
#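 IDH1-R132H (0.5 ug/mL dispensed) in pH 7.5 Tris buffer was preincubated 30 min with compound, then given a substrate mix of 0.016 mM NADPH and 2 mM alpha-KG for 80 min at room temperature; remaining NADPH was read by diaphorase/resazurin fluorescence.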
# PI4K2A block: qHTS for small molecular inhibitors of PI4K2A; purified PI4K2A, ADP-Glo luminescence, 1 h; active compounds read low; activity change, negative = inhibition, % at 76.9 µM; hit rate 0.13% among 420,000; AID 1346378, 2018; in the data active = activity change below about -50%; inconclusive = mostly about -30% to -49%;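 note: -100% = wells without enzyme as full effect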
#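 Compounds are screened against recombinant PI4K2A using PI as substrate and ATP, the latter dispensed at 300 microM. Reactions run one hour at ambient temperature before ADP-Glo detection; full inhibition defined by wells lacking enzyme.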
# USP1 inh: Inhibitors of USP1/UAF1: Primary Screen; Ubiquitin carboxyl-terminal hydrolase 1 (Homo sapiens), O94782; recombinant USP1/UAF1, Ub-Rhodamine cleavage fluorescence; Potency, µM (top dose mostly 57.1 µM), for inactives: top-dose activity change, negative = inhibition, actives largely listed as inhibitors; hit rate 0.23% among 390,000; note: potency is the fitted concentration of half-maximal effect; % is set by controls: 0 for no effect and ±100 for the full control effect; nearly all actives have a fitted effect of over 60% in size; inactives centre near -12
# Target sequence (O94782 whole entry, looked up): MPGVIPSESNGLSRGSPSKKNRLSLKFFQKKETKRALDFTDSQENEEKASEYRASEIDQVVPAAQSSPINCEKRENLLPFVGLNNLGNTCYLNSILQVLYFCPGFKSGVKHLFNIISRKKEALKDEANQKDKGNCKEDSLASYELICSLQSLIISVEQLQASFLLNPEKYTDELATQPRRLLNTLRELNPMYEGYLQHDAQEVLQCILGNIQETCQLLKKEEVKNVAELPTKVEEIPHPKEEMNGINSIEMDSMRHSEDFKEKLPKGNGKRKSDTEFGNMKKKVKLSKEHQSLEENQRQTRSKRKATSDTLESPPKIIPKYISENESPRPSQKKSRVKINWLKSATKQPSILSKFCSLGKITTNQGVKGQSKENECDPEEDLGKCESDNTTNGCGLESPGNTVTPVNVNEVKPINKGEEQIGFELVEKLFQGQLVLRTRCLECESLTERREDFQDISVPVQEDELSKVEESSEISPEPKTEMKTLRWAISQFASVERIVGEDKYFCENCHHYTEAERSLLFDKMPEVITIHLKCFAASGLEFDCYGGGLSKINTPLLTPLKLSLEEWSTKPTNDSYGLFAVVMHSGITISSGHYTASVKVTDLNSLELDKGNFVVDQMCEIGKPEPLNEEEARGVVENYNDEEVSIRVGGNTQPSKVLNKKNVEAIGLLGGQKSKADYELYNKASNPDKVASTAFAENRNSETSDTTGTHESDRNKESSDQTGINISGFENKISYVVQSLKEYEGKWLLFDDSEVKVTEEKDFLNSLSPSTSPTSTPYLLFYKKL
#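 USP1/UAF1 complex at 1 nM was preincubated with compound for 15 min at room temperature, then Ub-Rho substrate (150nM final) was added. Fluorescence (480/540 nm) was read kinetically, 6 reads every 60 seconds.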
# TRHR enhancer: qHTS for Small Molecule Agonists and Allosteric Enhancers of Human TRH Receptor: Primary Screen for Enhancers. enhancement, % at 2 µM. TRHR cells, fluo-8 calcium fluorescence, EC20 TRH enhancement. hit rate 0.66% among 360,000. AID 493056, 2011. Thyrotropin-releasing hormone receptor (Homo sapiens), P34981; in the data active = enhancement above about 30%; note: 0% is about no effect
#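 Enhancer read-out: after compound pinning and an initial kinetic agonist-mode read, an EC20 of TRH (10 nM final) was injected and fluo-8 calcium signal (Ex 480/Em 530) followed at 1 s/cycle for 100 cycles in TRHR-expressing cells.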
# D2 antagonist: HTS Assay for Allosteric Antagonists of the Human D2 Dopamine Receptor: Primary Screen for Antagonists; inhibition, % at 10 µM; AID 485344, 2010; hit rate 2% among 340,000; HEK293 TREx D2 cells, calcium flux, dopamine EC80; D(2) dopamine receptor (Homo sapiens), P14416; in the data active = inhibition above about 30%; note: 0% is about no effect
#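 HEK293 T-REx D2 cells, tet-induced, calcium dye no-wash. Cpd pintool add, 180 s kinetic, then EC80 DA, 180 s kinetic. Ca flux read.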
# TrxR1 inh: qHTS Assay for Inhibitors of Mammalian Selenoprotein Thioredoxin Reductase 1 (TrxR1): qHTS | Potency, µM (doses to about 114 µM), without a hit: at the highest dose activity change, negative = inhibition, most hits filed as inhibitors | Thioredoxin reductase 1, cytoplasmic (Rattus norvegicus), O89049 | recombinant rTrxR1, NADPH fluorescence consumption, selenite substrate | hit rate 1% among 390,000 | AID 588453, 2011; note: potency is the fitted concentration of half-maximal effect; % is set by controls: 0 for no effect and ±100 for the full control effect; nearly all actives have a fitted effect of over 65% in size
#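 Rat TrxR1 (90 nM in the dispensed reagent) was pre-reduced with 400 uM NADPH for 5 min at room temperature, then incubated with compound for 15 min. After 400 uM selenite was added, NADPH fluorescence (Ex 340/Em 450 nm) was followed for 8 min.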
# D2 ag: HTS Assay for Allosteric Agonists of the Human D2 Dopamine Receptor: Primary Screen for Agonists; activation, % at 2 µM; hit rate 0.53% among 340,000; HEK293 T-REx D2 cells, calcium flux agonist mode; D(2) dopamine receptor (Homo sapiens), P14416; AID 485358, 2010;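 active = activation over 3 SD above normal in the single-dose calcium agonist read, cut at about 30% in these data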; note: 0% is about no effect
#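 In this primary screen, compounds producing a positive calcium signal within 180 s of addition to tetracycline-induced, force-coupled HEK293 Trex D2 cells are flagged; cells are dye-loaded with a no-wash calcium kit beforehand.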
# Numbers without * were called inactive; ? = inconclusive; / = no result given; & = joins results of further samples; ! = repeats disagree; [ ] = remark or other dose. Unless noted, calls come from the whole dose curve; as a rule, active = well fitted inhibition curve with a large enough effect; inconclusive = small, poorly fitted or top-dose-only effect; inactive = no such curve, though single readings can be large or run the other way.
SMILES,TrxR1 substrate,TRHR agonist,mIDH1 inhibitor,PI4K2A block,USP1 inh,TRHR enhancer,D2 antagonist,TrxR1 inh,D2 ag
Cc1ccc(NC(=O)c2cc(NC(=O)/C=C\C(=O)O)ccc2N2CCCCC2)cc1,-8.2%,0.2,5.7%,-2.5,-13.6%,-1.3,4.0,0.3%,1.0
Oc1c(Br)cc(Br)cc1/C=N/NC(=S)N[C@H]1CC2C=CC1C2 (stereo partly specified),9.8%[57.1 µM],-0.2,-6.5%,-0.3,-8.6%,3.8,14.1,29.7%[57.1 µM],1.0
Cc1ccc(NC(=O)C2CCN(S(=O)(=O)c3ccc4c(c3)NC(=O)C(C)S4)CC2)c(Cl)c1 (stereo unspecified),-8.0%,0.9,3.0%,6.5,?,3.5,3.7,11.6%,0.8
O=C(O)CSc1cc(NS(=O)(=O)c2cccc([N+](=O)[O-])c2)c2ccccc2c1O,?,0.0,8.0%,?,17.8µM*,-2.0,-10.9,-5.0%,1.0
CCn1nnnc1NCc1ccc(N2CCCC2)cc1,-0.7%[57.1 µM],-2.6,4.4%,-0.8,-3.5%,-1.5,6.8,-5.6%[57.1 µM],-2.4
CCn1c(SCc2ccc(C)cc2)nnc1C1CCN(S(=O)(=O)c2ccc(OC)cc2)CC1,-0.5%,-1.1,0.4%,-1.2,-17.4%,-10.7,2.8,8.0%,-0.7
CSC(=O)NC(=O)NC(=O)c1ccc([N+](=O)[O-])cc1,2.2%[57.1 µM],0.8,-1.5%,-1.2,-16.8%,0.2,-4.4,3.6%[57.1 µM],1.0
Cc1oc2ncn(CC(C)C)c(=O)c2c1C(=O)NCCCN1CCC(C)CC1,-9.6%,-1.7,5.9%,2.4,0.4%,29.6,/,0.7%,-0.4
C/C(N)=C(/C#N)C(=O)COC(=O)c1ccc(C)c(S(=O)(=O)N2CCCCC2)c1,-2.1%,-0.9,1.7%,-3.9,1.1%,-0.9,5.2,-3.9%,0.4
COC(=O)c1ccc(NC(=O)CSc2cn(CC(=O)N3CCCCCC3)c3ccccc23)cc1,-2.6%,0.1,-0.3%,-4.0,?,-3.0,/,18.4%,-0.4
Cc1nn(C)cc1C(=O)NNC(=S)Nc1ccc(Cl)cc1,-7.7%,-0.3,8.5%,1.8,-3.2%,-3.9,-4.1,-14.5%,-0.1
CCOc1cc(C(C(=O)NCC2CCCO2)N(C(=O)Cn2nnc3ccccc32)c2ccccc2C(C)=O)ccc1O (stereo unspecified),-13.4%[57.1 µM],0.5,7.3%,4.8,-3.8%,-1.1,1.1,8.8%[57.1 µM],0.1
CCOC(=O)Cn1cncc1-c1ccc([N+](=O)[O-])cc1,-9.4%,-0.1,3.9%,-3.4,-22.0%,1.6,17.9,-15.4%,1.5
Cc1ccc2oc(-c3ccc(C)c(NC(=O)c4ccc(N5CCC(C)CC5)c([N+](=O)[O-])c4)c3)nc2c1,-4.7%,-2.6,-8.7%,0.3,9.6%,5.1,/,-4.1%,-1.1
O=C(N/N=C1\C(=O)c2cccc3cccc1c23)c1ccc(O)cc1,-6.4%,-0.4,4.3%,0.8,-18.2%,-13.4,-40.4,17.1%[57.1 µM],3.1
CCOC(=O)c1c(C)c(C(=O)Nc2ccc3c(c2)OCCO3)c(C)n1C,-1.5%,-0.8,1.0%,2.1,-14.0%,1.0,5.2,20.7%,0.0
O=C(CNC(=O)c1cccc(OC(F)F)c1)OCC(=O)c1ccccc1,2.3%,1.7,-13.5%,-0.9,-10.2%,4.1,7.0,8.2%,-5.5
Cc1ccc(CC(=O)Nc2nc3ccccc3s2)cc1,-6.9%,1.2,6.6%,-3.7,-19.9%,-3.8,17.3,3.4%,0.0
Cc1cc(C)cc(N(C(=O)c2csnn2)C(C(=O)NC2CCCC2)c2ccccn2)c1 (stereo unspecified),9.2%[0.0914 µM],2.4,-13.3%,0.2,4.4%,-0.2,-2.1,11.4%[0.0914 µM],-0.4
CCc1ccc(CNC(=O)c2nn(C)c3c2CS(=O)(=O)c2ccccc2-3)cc1,-3.4%,-0.5,-11.4%,1.4,-5.3%,-10.6,-19.7,19.2%,-0.4
N#Cc1c(NC(=O)CN2C(=O)c3ccccc3C2=O)oc(-c2ccccc2)c1-c1ccccc1,-4.1%,/,0.2%,-1.1,-23.0%,/,/,7.1%,/
Cc1ccc(C2=NN(C(=O)CSc3nc(N)cc(N)n3)C(c3ccco3)C2)cc1 (stereo unspecified),2.8%,0.6,10.8%,-3.5,-14.5%,6.5,1.5,2.8%,-0.1
Nc1nnc(SCC(=O)Nc2cccc(F)c2)s1,8.8%,-1.5,13.1%,1.5,-20.2%,10.2,/,8.6%,-2.1
O=C(CN(Cc1ccco1)C(=O)CNS(=O)(=O)c1ccccc1)NCc1ccccc1,10.7%[57.1 µM],0.6,0.6%,1.0,-14.4%,-3.0,-19.1,15.5%[57.1 µM],0.1
CC(=O)NC(CC(=O)NCCN1C(=O)S/C(=C\c2ccccc2)C1=O)c1ccccc1 (stereo unspecified),-6.1%,-1.2,0.0%,1.4,-14.5%,3.7,-2.9,9.3%,0.5
CN(Cc1ccco1)S(=O)(=O)c1nnc(NC(=O)c2ccccc2)s1,-3.7%&4.0%,0.8&0.0,28.4%&35.3%,-7.8&-4.7,-21.1%&-3.4%,2.7&-0.9,-17.3,17.8µM*!,0.1&-0.1
Cc1ccc(S(=O)(=O)NC(C(=O)Oc2ccc3c(C)c(Cl)c(=O)oc3c2)c2ccccc2)cc1 (stereo unspecified),262.3%[activator],0.0,1.9%,9.3,-11.6%,26.2,15.5,37.6%,-0.4
CCn1cc(C(=O)N2CCN(c3ccccc3F)CC2)c(=O)c2cc(S(=O)(=O)N(C)C3CCCCC3)ccc21,-7.4%,-0.9,-7.2%,-2.5,-14.2%,-7.6,/,2.7%,-0.2
O=C(O)CNc1ccccc1C(=O)O,137.0%[activator],0.6,-14.9%,3.6,-15.5%,-1.7,4.9,-10.8%,0.7
CCc1ccc(NC(=O)COc2coc(CN3CCc4ccccc4C3)cc2=O)cc1,-1.2%,-1.3,-2.0%,1.8,-1.5%,-2.5,20.4,10.9%,0.8
O=C(NCc1ccco1)C1CC(c2ccc(Cl)c(Cl)c2)=NO1 (stereo unspecified),4.8%,0.2,5.2%,2.9,-11.4%,3.3,7.6,14.2%,-0.4
CCN(CC)S(=O)(=O)c1cc(C(=O)NCCN2CCOCC2)ccc1Cl,-4.7%,1.1,2.5%,-3.5,-11.3%,2.8,-18.1,3.4%,1.5
Cc1[nH][nH]c(=O)c1C(c1cc2c(cc1Br)OCO2)c1c(C)[nH][nH]c1=O,-2.2%[57.1 µM],0.8,6.7%,-8.8,-3.7%,-0.9,/,-6.8%[57.1 µM],/
Cc1cnc(C(=O)OCC(=O)c2c(N)n(CC(C)C)c(=O)n(C)c2=O)cn1,-5.1%,0.3,5.7%,2.0,-9.0%,-0.1,-16.7,-11.0%,0.3
CC(=O)N1CCN(C(=O)COC(=O)c2oc3ccccc3c2C)CC1,12.8%,0.8,13.1%,6.5,-14.0%,15.4,-14.0,14.6%,0.3
COc1ccc(-c2cccc3c2NC(=O)C3=O)cc1OC,4.4%,/,2.8%,8.1,-25.3%,/,/,2.3%,/

# Sorted by molecular weight (lowest first): some entries from above
SMILES,TrxR1 substrate,TRHR agonist,mIDH1 inhibitor,PI4K2A block,USP1 inh,TRHR enhancer,D2 antagonist,TrxR1 inh,D2 ag
O=C(O)CNc1ccccc1C(=O)O,137.0%[activator],0.6,-14.9%,3.6,-15.5%,-1.7,4.9,-10.8%,0.7
Cc1cnc(C(=O)OCC(=O)c2c(N)n(CC(C)C)c(=O)n(C)c2=O)cn1,-5.1%,0.3,5.7%,2.0,-9.0%,-0.1,-16.7,-11.0%,0.3
Cc1ccc(C2=NN(C(=O)CSc3nc(N)cc(N)n3)C(c3ccco3)C2)cc1 (stereo unspecified),2.8%,0.6,10.8%,-3.5,-14.5%,6.5,1.5,2.8%,-0.1
CCc1ccc(NC(=O)COc2coc(CN3CCc4ccccc4C3)cc2=O)cc1,-1.2%,-1.3,-2.0%,1.8,-1.5%,-2.5,20.4,10.9%,0.8
CC(=O)NC(CC(=O)NCCN1C(=O)S/C(=C\c2ccccc2)C1=O)c1ccccc1 (stereo unspecified),-6.1%,-1.2,0.0%,1.4,-14.5%,3.7,-2.9,9.3%,0.5
Cc1ccc(S(=O)(=O)NC(C(=O)Oc2ccc3c(C)c(Cl)c(=O)oc3c2)c2ccccc2)cc1 (stereo unspecified),262.3%[activator],0.0,1.9%,9.3,-11.6%,26.2,15.5,37.6%,-0.4
